Bioassay records from PubChem BioAssay.
ROMK mod: modulators of human ROMK potassium channel; B-score at 10 µM; Tet-inducible ROMK, thallium flux fluorescence; actives lie on both sides; 130,000 compounds, 2% hits;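 active = signal ratio slope over the read window, or its plate-corrected B-score, at least 3 SD from the plate mean, either direction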;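 also: B-score of the F/F0 ratio slope over 7 to 12 s after thallium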
STAT3 activator: increases IL-6 driven STAT3 reporter signal | U3A cells, IL-6 STAT3-luciferase reporter, luminescence; 100% = signal with IL-6 EC80 alone | activation (% of control), % at 5.6 µM | 190,000 compounds, 0.91% hits | AID 871;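 active = activation above the screen-wide mean of compound activation plus 3 SD, cut at about 130% in these data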;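 also: 0% = background luminescence of wells with medium and substrate only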
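Material: STAT1-lacking human U3A cells, STAT3 luciferase reporter | Benchmarks: IL-6-only wells as 100% reference | Probe or stimulus: IL-6 (33 ng/mL) | Timing: Compound 1 h, then IL-6 6 h at 37 °C | Detection: Luminescence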
TLR4-MyD88 BLA: TLR4-MyD88 interaction inhibition in cells; O00206+Q99836; 200,000 compounds, 0.18% hits; inhibition, % at 8.4 µM; HeLa CL3-4 TLR4/MyD88 BLA complementation, FRET ratio; in the data active = inhibition above about 25%;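 also: 0% = vehicle and 100% = reference inhibitor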
Target sequence (O00206 whole entry, looked up): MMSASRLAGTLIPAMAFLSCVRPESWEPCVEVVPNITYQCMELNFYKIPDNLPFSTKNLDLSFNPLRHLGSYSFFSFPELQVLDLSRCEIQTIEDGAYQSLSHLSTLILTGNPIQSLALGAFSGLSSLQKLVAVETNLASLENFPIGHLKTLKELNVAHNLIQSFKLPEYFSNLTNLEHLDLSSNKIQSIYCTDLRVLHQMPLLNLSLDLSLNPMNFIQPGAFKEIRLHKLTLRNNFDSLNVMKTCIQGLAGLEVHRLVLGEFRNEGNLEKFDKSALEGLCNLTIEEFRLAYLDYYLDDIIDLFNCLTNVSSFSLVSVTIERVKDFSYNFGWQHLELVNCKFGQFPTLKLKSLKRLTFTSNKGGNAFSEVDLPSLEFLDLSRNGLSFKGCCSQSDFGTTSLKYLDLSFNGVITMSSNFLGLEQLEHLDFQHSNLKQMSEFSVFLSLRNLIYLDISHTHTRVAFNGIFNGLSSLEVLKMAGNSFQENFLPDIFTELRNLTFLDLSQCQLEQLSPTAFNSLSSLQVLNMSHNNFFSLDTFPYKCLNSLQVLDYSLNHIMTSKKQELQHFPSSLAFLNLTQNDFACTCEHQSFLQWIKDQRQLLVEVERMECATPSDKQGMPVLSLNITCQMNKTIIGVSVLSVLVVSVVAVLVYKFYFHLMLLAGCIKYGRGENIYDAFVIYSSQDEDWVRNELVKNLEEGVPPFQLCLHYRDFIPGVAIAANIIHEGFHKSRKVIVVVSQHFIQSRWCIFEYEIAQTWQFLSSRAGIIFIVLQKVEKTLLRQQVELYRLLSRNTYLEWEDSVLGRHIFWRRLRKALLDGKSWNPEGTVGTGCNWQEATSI
Target sequence (Q99836 whole entry, looked up): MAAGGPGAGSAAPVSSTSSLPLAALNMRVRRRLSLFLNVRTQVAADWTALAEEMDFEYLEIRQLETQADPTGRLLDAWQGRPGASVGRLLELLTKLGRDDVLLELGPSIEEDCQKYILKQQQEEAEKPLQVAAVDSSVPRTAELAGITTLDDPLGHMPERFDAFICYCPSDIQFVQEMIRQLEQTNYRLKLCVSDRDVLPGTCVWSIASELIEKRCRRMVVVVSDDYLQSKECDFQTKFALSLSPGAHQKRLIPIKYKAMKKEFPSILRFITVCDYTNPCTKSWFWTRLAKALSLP
RAM inhibit: yeast RAM network inhibition | S. cerevisiae dse1pr::URA3 reporter, 5-FOA growth OD615, 2 d; analog-sensitive cbk1-as2 kinase mutant strain | inhibition, % at 50 µM | AID 868 | 190,000 compounds, 1.8% hits;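 active = inhibition above a set limit, 3 SD over mean compound inhibition, cut at about 8.4% in these data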;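 also: 0% = DMSO-only wells with no growth and 100% = 10 µM 1-NA-PP1 full growth; inhibition rescues growth on 5-FOA so higher OD means more RAM inhibition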
PPARg SRC1 recr: promotes SRC-1 coactivator recruitment by human PPARgamma. PPARgamma-SRC-1 coactivator recruitment biochemical assay. activation, % at 8 µM. P37231. 200,000 compounds, 0.41% hits; in the data active = activation above about 19%;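 also: 0% = DMSO and 100% = reference agonist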
S1P3 antag: blocks the human S1P3 receptor. 170,000 compounds, 0.27% hits. CHO S1P3 NFAT-BLA reporter, FRET fluorescence, antagonist mode. AID 485. inhibition, % at 4.98 µM. Q99500;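 active = inhibition above the plate cutoff, the mean inhibition of test wells on that plate plus 3 SD, cut at about 28% in these data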;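 also: cells challenged with S1P at its EC80 of 0.8 µM; blue over green emission ratio from cleaved BLA substrate after 4 h stimulation; 0% = S1P-stimulated wells and 100% = unstimulated DMSO-only wells; some compounds past the cut are filed as inactive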
STAT1 blocker: inhibitors of IFN-gamma induced STAT1 signaling; NIH 3T3 STAT1-luciferase reporter, luminescence; inhibition, % at 5.5 µM; 200,000 compounds, 0.35% hits; AID 920;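 active = inhibition above a set limit, the mean inhibition across all tested compounds plus 3 SD, cut at about 34% in these data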;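 also: 0% = IFN-gamma with DMSO and 100% = IFN-gamma with 300 µM nifuroxazide; values of inactives mirror those of a sister screen read the other way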
STAT3 inh: inhibitors of IL-6 induced STAT3 signaling | U3A cells, IL-6 STAT3-luciferase reporter, luminescence; host cell line lacks STAT1 | inhibition, % at 5.5 µM | 190,000 compounds, 0.89% hits | AID 862;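 active = inhibition above the mean inhibition across all screened compounds plus 3 SD, cut at about 44% in these data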;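 also: 0% = DMSO only wells and 100% = 100 µM nifuroxazide control wells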
PPARg SRC2 recr: PPARgamma-driven SRC-2 recruitment agonism | activation, % at 8 µM | PPARgamma LBD-SRC-2 recruitment, biochemical | 200,000 compounds, 0.34% hits | P37231 | AID 1032; in the data active = activation above about 22%;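 also: 0% = vehicle and 100% = reference agonist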
PPARg SRC-3 ag: PPARgamma-driven SRC-3 recruitment agonism; P37231; biochemical PPARgamma/SRC-3 coactivator recruitment assay; activation, % at 8 µM; 200,000 compounds, 0.26% hits; in the data active = activation above about 23%;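 also: 0% = DMSO and 100% = reference agonist; some compounds past the cut are filed as inactive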
TR-FRET SRC-2 ct: flags TR-FRET format artefacts in PPARgamma SRC-2 recruitment agonist screen. 200,000 compounds, 0.4% hits. TR-FRET ratio at 8 µM. TR-FRET artefact counter-screen; hits give high values; in the data active = TR-FRET ratio above about 2000; also: inactives centre near 1500
* marks the source's active call; other numbers are inactive results; . = no result given; & = joins results of further samples.

SMILES | ROMK mod | STAT3 activator | TLR4-MyD88 BLA | RAM inhibit | PPARg SRC1 recr | S1P3 antag | STAT1 blocker | STAT3 inh | PPARg SRC2 recr | PPARg SRC-3 ag | TR-FRET SRC-2 ct
CCCCN(C(C)=O)c1c(N)n(CCC)c(=O)n(CC(=O)Nc2cc(Cl)cc(Cl)c2)c1=O | 0.26 | 103 | 7 | -0.1 | 0 | 0 | 0 | -4 | 6 | 2 | 1374
CCOc1ccc(NC(=S)N(CCc2c(C)[nH]c3ccccc23)Cc2cccnc2)cc1 | 1 | 106 | -5 | 0.3 | 1 | 1 | 2 | -7 | 12 | 9 | 1668
CCOc1cc(C)c(Cl)cc1S(=O)(=O)NCC1CCCO1 (stereo unspecified) | 0.046 | 103 | 10 | 1.3 | -5 | -6 | 5 | 0 | -4 | 8 | 1472
Cc1cc(NC(=O)CSc2nc3ccccc3c(=O)n2C(C)c2ccccc2)no1 (stereo unspecified) | -0.58 | 134* | 0 | 1.7 | -8 | . | 12 | -33 | -8 | -13 | 1237
FC(F)Sc1nnc(-c2cccs2)n1-c1ccccc1 | -0.28 | 106 | -6 | -0.3 | 5 | -14 | -2 | -4 | 6 | 2 | 1490
COc1ccc(CN2C(=O)C(O)(CC(=O)c3ccc4c(c3)OCO4)c3ccccc32)cc1OC (stereo unspecified) | -0.75 | 95 | -6 | 2.4 | -3 | . | -4 | 6 | 2 | 8 | 1558
Cc1ccc(C)c(-n2c(SCC(=O)NCC3CCCO3)nnc2-c2ccoc2C)c1 (stereo unspecified) | 0.78 | 95 | -7 | 3.0 | 5 | -9 | 1 | 10 | 6 | -2 | 1557
CCOc1ccccc1N1CC(C(=O)Nc2nccs2)CC1=O (stereo unspecified) | . | 97 | -7 | -0.1 | 3 | 3 | -3 | 10 | 1 | 0 | 1581
COc1ccc(CC(=O)Nc2nccs2)cc1OC | 1.1 | 93 | -8 | 0.8 | 8 | 0 | -4 | 11 | -1 | -2 | 1660
Cc1cc(NS(=O)(=O)c2ccc(NC(=O)c3cc4ccccc4o3)cc2)no1 | -0.27 | 101 | 9 | 2.4 | -5 | . | -2 | -3 | -6 | -10 | 1530
CCOc1ccc(CCNC(=O)C2CCN(c3ccc(N4CCOCC4)nn3)CC2)cc1OCC | 0.025 | 99 | 4 | 1.7 | 0 | -13 | 4 | 3 | 5 | 1 | 1550
COc1ccc(N2CCn3c2nc2c3c(=O)n(CCc3ccccc3)c(=O)n2C)c(OC)c1 | . | 113 | -3 | 1.2 | -1 | 0 | 10 | -12 | 5 | -10 | 1497
Cc1nnc(NC(=O)CSc2ccc(-c3ccc(Cl)cc3)nn2)s1 | -0.0059 | 100 | 9 | 4.7 | -4 | -22 | 2 | 0 | 2 | -3 | 1489
CCN(C(=O)Cc1c(C(=O)O)n(C)c2ccccc12)c1ccc(F)cc1 | 0.73 | 101 | -4 | 3.9 | 4 | -1 | -5 | 0 | -6 | 1 | 1652
C=CCSc1nnc(NC(=O)CSc2nc3ccccc3o2)s1 | 0.2 | 101 | 4 | 2.0 | -1 | -28 | 1 | 2 | 18 | -2 | 1710
COc1ccc(/C=C2/SC(=O)N(CCNC(=O)C3CCCN3C(=O)c3cccs3)C2=O)cc1 (stereo unspecified) | -0.47 | 99 | 9 | 8.3 | -8 | -4 | -1 | 1 | -2 | 0 | 1460
COC(=O)C1=C(C)Nc2ccc(C)cc2S1 | . | 120 | 6 | 1.1 | 4 | -7 | -1 | -14 | 0 | -1 | 1575
Nn1cc(-c2ccccc2)nc1SCC(=O)N1CCN(S(=O)(=O)c2ccccc2)CC1 | -0.022 | 98 | -5 | 0.3 | 0 | 14 | 0 | 5 | 8 | 4 | 1414
Cc1ccc2nc(CSc3nnc(Nc4ccccc4C)s3)cc(=O)n2c1 | -2.2 | 107 | -3 | 2.9 | -4 | -14 | 1 | -7 | -3 | -5 | 1374
Cc1c(NC(=O)c2cccc(-c3cc4ccccc4oc3=O)c2)cccc1-c1nc2ncccc2o1 | . | 94 | 6 | 4.0 | 0 | 11 | -10 | 7 | -5 | -2 | 1555
Cc1ccc(C)n1-c1ccc(NC(=O)c2ccccc2)cc1 | -2.1 | 103 | -3 | 1.6 | 0 | -3 | -19 | -6 | 7 | 0 | 1445
CCOC(=O)c1c(/N=C/C2C(=O)CCCC2=O)sc2c1CCCC2 | -0.63 | 87 | -1 | 2.2 | -7 | 9 | -6 | 20 | 1 | -4 | 1500
Cc1nc2sc(C(c3ccco3)N3CCN(C(c4ccccc4)c4ccccc4)CC3)c(O)n2n1 (stereo unspecified) | . | 104 | -12 | . | 12 | 4 | 1 | -6 | -3 | 10 | 1559
CCCn1c(N)c(C(=O)CSc2nnc(-c3ccco3)n2Cc2ccccc2)c(=O)[nH]c1=O | -0.29&-0.44 | 108 | -6 | 4.8 | 0 | -7 | -5 | -6 | -2 | 3 | 1458
Cc1nn(C)c(C)c1NC(=O)CSc1nc(C2CC2)nc2c1cnn2-c1ccccc1 | . | 62 | 6 | 0.3 | -2 | . | 5 | 50* | -9 | -1 | 1362
O=C(Nc1ccc2c(c1)OCCO2)c1ccc2nccnc2c1 | 0.21 | 63 | -3 | . | 1 | 2 | -28 | 50* | 4 | -5 | 1772
CC(=O)N(C(C)=O)c1ncnc2c1c(-c1ccc(Cl)cc1)nn2C(C)(C)C | 0.64 | 106 | 1 | 3.7 | 4 | -6 | -8 | -2 | 3 | 3 | 1713
Cn1c(=O)[nH]c(=O)c2c1nc(CN1CCN(c3cccc(Cl)c3)CC1)n2CCCc1ccccc1 | . | 109 | -4 | 9.5* | 0 | 2 | -1 | -11 | 8 | 3 | 1699
COc1ccc(-c2nc(-c3cccc(C)c3)[nH]c(=O)c2C#N)cc1 | 0.073 | 103 | -3 | 1.5 | 6 | . | -9 | 4 | 0 | 7 | 1280
Cn1c(Cc2ccccc2)nnc1SCC(=O)N1CCOCC1 | 0.9 | 95 | -7 | 0.6 | -6 | -1 | 3 | 9 | -14 | -25 | 1435
O=C(O)Cc1sc(Nc2ccc(F)cc2)nc1-c1cccs1 | 0.0025 | 105 | 4 | 2.1 | 16 | 10 | -22 | -5 | 14 | 11 | 1752
O=[N+]([O-])c1cccc(Cl)c1NCCNS(=O)(=O)c1ccc(Cl)cc1 | . | 104 | 4 | 4.8 | -2 | -6 | -1 | -9 | -4 | 3 | 1389
Cn1c(=O)c2c(nc(CN3CCN(Cc4ccccc4)CC3)n2Cc2ccc(F)cc2)n(C)c1=O | . | 109 | -1 | 0.6 | -3 | 20 | 3 | -11 | -10 | 0 | 1294
OC(CNCC(c1ccco1)N1CCCCC1)c1ccccc1 (stereo unspecified) | . | 102 | 11 | 1.0 | 4 | 15 | 5 | 2 | 2 | -8 | 1523
O=C(O)C1CCN(C(=O)c2ccco2)CC1 | 0.96 | 104 | 2 | -0.2 | 6 | 5 | -12 | -4 | 1 | 6 | 1662
O=C(c1ccco1)N1CCN(c2ccccc2F)CC1 | . | 94 | 4 | 0.6 | -1 | . | 0 | 9 | -4 | -9 | 1409
COc1cc2[nH]c(=S)nc(NCCC(C)C)c2cc1OC | -0.077 | 100 | -3 | 1.4 | 12 | -2 | 4 | 5 | 16 | 7 | 1846
Cc1ccc(C)c(C(=O)CN2C(=O)NC3(CCCCCCC3)C2=O)c1 | -1 | 114 | 6 | 2.0 | 1 | -14 | -6 | -12 | -7 | -1 | 1530
Cc1ccc(N2C(=O)N(CC(=O)NC(N)=O)C(=O)C2C)cc1 (stereo unspecified) | -0.29 | 97 | 5 | 2.1 | 6 | -7 | -1 | 7 | 2 | 0 | 1627
Cc1sc(NC(=O)Cc2ccc3c(c2)OCO3)nc1-c1ccc2c(c1)CCN2C(=O)c1ccc(F)cc1 | 0.63 | 88 | 7 | 2.2 | 4 | 5 | 1 | 12 | -7 | 14 | 1427
C=CCNC(=S)N1CCN(Cc2ccccc2)CC1 | 0.4 | 99 | 4 | -0.8 | -10 | -18 | -7 | 5 | 2 | 8 | 1337
CCc1ccccc1NC(=O)c1ccc(CN2CCC(Cc3ccccc3)CC2)cc1 | . | 79 | -10 | 0.6 | 13 | . | 1 | 34 | -1 | 16 | 1582
Cc1c(C(=O)C(=O)NCC2CCCO2)c2ccccc2n1C (stereo unspecified) | -0.37 | 80 | -7 | 0.7 | 2 | -20 | -10 | 30 | 3 | -1 | 1642
Cc1ccccc1C(=O)Nc1sc(C)c(C)c1C(=O)c1ccccc1 | . | 99 | 1 | 8.2 | 7 | . | 3 | 8 | 15 | 13 | 1780
CC(C)CC(NC(=O)C(NC(=O)C1OC2OC(C)(C)OC2C2OC(C)(C)OC12)C(C)C)C(=O)O (stereo unspecified) | 0.096 | 102 | -2 | 0.0 | 10 | -18 | -2 | 3 | -11 | 2 | 1560
Cc1ccc[n+](-c2nc3ccccc3nc2C(=C=[N-])C#N)c1 | . | 107 | -7 | 0.7 | 8 | 5 | -4 | -4 | 15 | 12 | 1856
N#CC(C(=O)Nc1ccc(Cl)cc1)=C1Nc2ccccc2N1 | . | 88 | -1 | 2.7 | 16 | 18 | -18 | 18 | 15 | 3 | 1707
Cc1ccc(OCC(=O)N(C)CCc2ccccn2)cc1 | -0.028 | 107 | 13 | 0.9 | 3 | . | -4 | -5 | 1 | -3 | 1442
COc1ccc(-n2c(C)cc(C=O)c2C)cc1Cl | . | 96 | -4 | -0.5 | 7 | . | 5 | 8 | 1 | 0 | 1707
O=c1[nH]c(=S)[nH]c2c1C(c1cc([N+](=O)[O-])c(N3CCOCC3)cc1N1CCOCC1)O2 (stereo unspecified) | 0.6 | 101 | 7 | 8.4 | 4 | -15 | 4 | 3 | 6 | 0 | 1645
Later entries
SMILES | ROMK mod | STAT3 activator | TLR4-MyD88 BLA | RAM inhibit | PPARg SRC1 recr | S1P3 antag | STAT1 blocker | STAT3 inh | PPARg SRC2 recr | PPARg SRC-3 ag | TR-FRET SRC-2 ct
c1ccn(-c2ncnc3sc4c(c23)CCCC4)c1 | -1.7 | 105 | 2 | -0.2 | -2 | -43 | 4 | -2 | -4 | -7 | 1397
Cc1noc(C)c1C(=O)OCC(=O)c1c(N)n(CC(C)C)c(=O)n(C)c1=O | . | 94 | -6 | 2.0 | 6 | 20 | 6 | 16 | 9 | -3 | 1514
O=C(/C=C/c1ccc(Cl)cc1)N1CCN(c2ccccc2[N+](=O)[O-])CC1 | 1.1 | 90 | 6 | 2.9 | 8 | 11 | 12 | 15 | -4 | -2 | 1516
O=C(Nc1ccon1)c1ccc(S(=O)(=O)N2CCCCCC2)cc1 | 0.065 | 101 | 9 | -0.1 | -1 | 1 | -1 | 2 | 0 | -12 | 1393
Oc1ccc(-c2nnc(SCC3CCCCC3)o2)cc1 | . | 98 | -16 | 4.7 | 4 | -16 | -21 | 12 | -3 | -3 | 1806
